FAS-TE inh – FAS thioesterase (human) inhibition | 360,000 tested, 0.67% active | recombinant FAS-TE, OMFH fluorogenic substrate, fluorescence endpoint | P49327 | inhibition, % at 15 µM;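 active = compounds whose normalised, plate-corrected inhibition of enzyme fluorescence in the single-dose primary screen is 50% or more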;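 also: 0% = DMSO with enzyme and 100% = substrate without enzyme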
Rin1 Abl inh – human Rin1-Abl interaction inhibition. inhibition, % at 7.35 µM. P00519+Q13671. AID 588664. 360,000 tested, 0.4% active. TR-FRET Rin1/Abl binding, biochemical; in the data active = inhibition above about 5%, passing the limit was not always enough
Target sequence (P00519 whole entry, looked up): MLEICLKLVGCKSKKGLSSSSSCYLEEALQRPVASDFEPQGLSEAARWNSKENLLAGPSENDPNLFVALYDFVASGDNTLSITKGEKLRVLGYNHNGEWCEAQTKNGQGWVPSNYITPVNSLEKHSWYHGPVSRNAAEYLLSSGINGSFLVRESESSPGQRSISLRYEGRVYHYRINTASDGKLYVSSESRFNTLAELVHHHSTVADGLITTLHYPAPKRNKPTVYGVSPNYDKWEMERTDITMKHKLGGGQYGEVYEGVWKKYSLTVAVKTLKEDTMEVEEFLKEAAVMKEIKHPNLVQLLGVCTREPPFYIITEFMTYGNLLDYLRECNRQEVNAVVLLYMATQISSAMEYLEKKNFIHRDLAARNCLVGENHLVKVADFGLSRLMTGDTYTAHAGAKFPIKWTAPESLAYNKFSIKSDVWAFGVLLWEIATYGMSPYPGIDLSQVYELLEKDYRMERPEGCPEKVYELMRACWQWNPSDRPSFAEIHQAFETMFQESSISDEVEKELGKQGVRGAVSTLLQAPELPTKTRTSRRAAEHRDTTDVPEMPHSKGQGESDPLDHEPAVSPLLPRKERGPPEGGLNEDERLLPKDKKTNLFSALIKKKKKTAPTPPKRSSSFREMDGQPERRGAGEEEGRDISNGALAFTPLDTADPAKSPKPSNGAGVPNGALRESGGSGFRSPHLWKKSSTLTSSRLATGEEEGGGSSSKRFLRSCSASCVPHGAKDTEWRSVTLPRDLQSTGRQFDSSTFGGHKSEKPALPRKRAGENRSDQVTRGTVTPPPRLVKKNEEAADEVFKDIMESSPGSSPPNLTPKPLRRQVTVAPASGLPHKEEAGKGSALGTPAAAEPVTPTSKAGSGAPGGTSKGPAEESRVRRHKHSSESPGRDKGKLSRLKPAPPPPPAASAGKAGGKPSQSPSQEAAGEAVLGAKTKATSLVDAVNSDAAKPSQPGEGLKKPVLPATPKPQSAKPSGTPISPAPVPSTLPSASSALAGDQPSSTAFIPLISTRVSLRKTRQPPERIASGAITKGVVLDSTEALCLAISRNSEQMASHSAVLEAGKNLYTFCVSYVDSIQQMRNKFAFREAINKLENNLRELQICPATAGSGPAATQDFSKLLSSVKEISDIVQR
Target sequence (Q13671 whole entry, looked up): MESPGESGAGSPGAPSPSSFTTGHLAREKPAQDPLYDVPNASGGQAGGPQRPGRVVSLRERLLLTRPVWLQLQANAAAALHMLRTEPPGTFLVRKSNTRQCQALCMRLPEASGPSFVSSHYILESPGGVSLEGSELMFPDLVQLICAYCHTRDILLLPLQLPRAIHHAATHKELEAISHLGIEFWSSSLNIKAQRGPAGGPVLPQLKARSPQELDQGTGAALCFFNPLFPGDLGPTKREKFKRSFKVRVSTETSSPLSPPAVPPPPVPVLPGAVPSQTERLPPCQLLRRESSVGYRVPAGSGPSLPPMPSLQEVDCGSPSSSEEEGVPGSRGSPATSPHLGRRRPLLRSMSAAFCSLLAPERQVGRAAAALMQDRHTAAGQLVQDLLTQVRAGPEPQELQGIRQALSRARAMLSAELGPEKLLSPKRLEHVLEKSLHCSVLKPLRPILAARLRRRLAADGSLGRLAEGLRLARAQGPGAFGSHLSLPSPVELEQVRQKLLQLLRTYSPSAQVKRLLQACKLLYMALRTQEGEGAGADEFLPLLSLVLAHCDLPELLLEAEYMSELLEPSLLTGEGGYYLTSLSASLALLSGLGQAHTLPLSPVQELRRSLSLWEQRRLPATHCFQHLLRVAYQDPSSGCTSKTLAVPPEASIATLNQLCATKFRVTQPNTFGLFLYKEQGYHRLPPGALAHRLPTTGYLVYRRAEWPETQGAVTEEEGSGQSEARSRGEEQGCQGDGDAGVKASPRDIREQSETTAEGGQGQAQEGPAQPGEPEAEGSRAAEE
MsrA inh – inhibits bovine methionine sulfoxide reductase A; 360,000 tested, 0.75% active; purified bovine MsrA, absorbance read-out; AID 651718; inhibition, % at 15.5 µM; in the data active = inhibition above about 4.5%;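 also: 0% = vehicle wells with enzyme and 100% = reference inhibitor wells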
Neddyl block – inhibitors of human cullin neddylation | calls only at 25 µM | TR-FRET cullin neddylation, biochemical | 360,000 tested, 0.58% active | AID 651699; in the data active = inhibition above about 36%
E coli Lon inh – inhibitors of E. coli Lon protease | P0A9M0 | inhibition, % at 7.94 µM | 360,000 tested, 0.42% active | purified E. coli Lon protease, fluorescence polarization; in the data active = inhibition above about 13%, passing the limit was not always enough;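 also: 0% = enzyme with probe and DMSO and 100% = no enzyme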
MsrA act – bovine methionine sulfoxide reductase A activation; purified bovine MsrA, absorbance read-out; activation, % at 10.6 µM; 360,000 tested, 0.3% active; AID 602163; in the data active = activation above about 7.5%;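 also: 0% = vehicle and 100% = reference activator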
CendR NRP1 mod – NRP-1/CendR interaction modulation; 360,000 tested, 0.85% active; inhibition, % at 25 µM; FAM-RPARPAR peptide binding to NRP-1, fluorescence polarization; O14786;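 active = inhibition or corrected inhibition above about 18%, plus a signal ratio from 0.5 to 1.5, limit read from the data, passing the limit was not always enough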; also: strong numbers were not always called active
MT1-MMP act inh – MT1-MMP (human) activation inhibition | P50281 | HT1080 RFP-PRO-GFP cells, GFP/RFP ratio fluorescence, overnight; percent of plate control window, DMSO zero | GFP/RFP ratio change, % at 20 µM | 360,000 tested, 0.061% active;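 active = GFP/RFP ratio change of at least 30% with cell ATP level not reduced by more than half and red fluorescence within 50% of control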; also: strong numbers were not always called active
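system = RFP-PRO-GFP reporter HT1080 cells | dosing = 20 µM single dose, 1% DMSO | timing = overnight cell settling, then overnight compound exposure, 37 °C, 5% CO2 | read-out basis = GFP/RFP fluorescence ratio | controls = DMSO and RFP-L50D-GFP cell wells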
SKN-1 inh – blocks SKN-1 activity in C. elegans; inhibition, % at 21.8 µM; 360,000 tested, 0.49% active; C. elegans VP596 Pgst-4::GFP/RFP ratio, acrylamide-induced, 24 h;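 active = interference check ratio from 0.5 to 1.5 plus GFP to RFP signal ratio inhibition reaching or exceeding a fixed threshold, cut at about 30% in these data, passing the limit was not always enough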; also: some compounds called inactive have numbers as strong as hits
* hit, by the source's call; i = inactive; x = no result given; & = joins results of further samples.

The opening two entries, ahead of the listing:
SMILES | FAS-TE inh | Rin1 Abl inh | MsrA inh | Neddyl block | E coli Lon inh | MsrA act | CendR NRP1 mod | MT1-MMP act inh | SKN-1 inh
Cc1cccc2sc(NC(=O)CN3C(=O)C4CC=CCC4C3=O)nc12 (configuration not stated) | -6 | 4 | 1.7 | i | -12 | -10 | 32* | 5 | -3
COc1cccc(OC)c1C(=O)NC(=O)Nc1c(C)cccc1C | -5 | 1 | 0.0 | i | 4 | -2 | 2 | 3 | 20

All compounds of this part, repeating the preview:
SMILES | FAS-TE inh | Rin1 Abl inh | MsrA inh | Neddyl block | E coli Lon inh | MsrA act | CendR NRP1 mod | MT1-MMP act inh | SKN-1 inh
Cc1cccc2sc(NC(=O)CN3C(=O)C4CC=CCC4C3=O)nc12 (configuration not stated) | -6 | 4 | 1.7 | i | -12 | -10 | 32* | 5 | -3
COc1cccc(OC)c1C(=O)NC(=O)Nc1c(C)cccc1C | -5 | 1 | 0.0 | i | 4 | -2 | 2 | 3 | 20
C/C(=N\NC(=O)c1cccc(S(=O)(=O)N2CCCC2)c1)c1ccncc1 | -4 | 4 | 0.5 | i | -11 | 0 | 7 | 6 | 3
O=P1(O)C=C(c2ccccc2)OC(c2ccccc2)=C1 | -7 | 4 | -0.4 | i | -9 | -4 | -7 | -1 | -10
Cc1c(NC(=O)c2cnn3c(C(F)(F)F)cc(-c4ccco4)nc23)c(=O)n(-c2ccccc2)n1C | 1 | -1 | -0.6 | i | -5 | -2 | 23* | 2 | 18
Cc1ccc(NC(=O)C(C)N2C(=O)c3ccccc3S2(=O)=O)cc1Cl (configuration not stated) | 15 | 2 | -0.1 | i | -6 | 2 | 14 | -9 | 25
CCCC(=O)C1=C(O)C(C(=O)OC)C(C)(C)CC1=Nc1ccc(C)cc1 (configuration not stated) | 8 | 2 | 1.4 | i | 2 | -11 | -2 | -4 | -5
CC1CN(C(=O)CSc2cn(CC(=O)N3CCOCC3)c3ccccc23)CC(C)O1 (configuration not stated) | -2 | -1 | -0.5 | i | -4 | -3 | 4 | 0 | 2
COCCN(C(=O)COC(=O)CCOc1cccc(C)c1)c1c(N)n(Cc2ccccc2)c(=O)[nH]c1=O | -4 | -2 | -0.7 | i | 13 | -2 | -14 | 1 | 9
CN1CCN(C(=O)C2CCCCC2C(=O)O)CC1 (configuration not stated) | -6 | 1 | 0.3 | i | -3 | -2 | -8 | -1 | 9

Just Neddyl block (6 entries from above):
compound,Neddyl block
Cc1cccc2sc(NC(=O)CN3C(=O)C4CC=CCC4C3=O)nc12 (configuration not stated),i
COc1cccc(OC)c1C(=O)NC(=O)Nc1c(C)cccc1C,i
C/C(=N\NC(=O)c1cccc(S(=O)(=O)N2CCCC2)c1)c1ccncc1,i
O=P1(O)C=C(c2ccccc2)OC(c2ccccc2)=C1,i
Cc1c(NC(=O)c2cnn3c(C(F)(F)F)cc(-c4ccco4)nc23)c(=O)n(-c2ccccc2)n1C,i
Cc1ccc(NC(=O)C(C)N2C(=O)c3ccccc3S2(=O)=O)cc1Cl (configuration not stated),i

More entries
SMILES | FAS-TE inh | Rin1 Abl inh | MsrA inh | Neddyl block | E coli Lon inh | MsrA act | CendR NRP1 mod | MT1-MMP act inh | SKN-1 inh
Cc1cc(C)nc(N(C#N)C(C)C(=O)N(C)C)n1 (configuration not stated) | -4 | 3 | 0.8 | i | 8 | 0 | 0 | 0 | 14
COC(=O)[C@]12CCCCC=C1N(CCc1ccc(OC)c(OC)c1)C(=O)[C@H](CC(=O)NCc1ccccc1)C2 | x | x | -0.7 | i | x | x | 9 | -7 | -4
CC(=O)C(Cc1ccccc1)NC(=O)COC(=O)c1cc(S(=O)(=O)N2CCOCC2)ccc1F (configuration not stated) | -6 | -2 | 1.3 | i | 2 | 2 | 16 | 2 | 0
COC(=O)c1ccc(NS(=O)(=O)N(C)C)cc1 | -5 | -1 | -1.3 | i | 2 | -5 | -6 | -5 | -18
CCOc1ccc(N2CC(C(=O)NCc3ccc(F)cc3)CC2=O)cc1 (configuration not stated) | -2 | 2 | -0.5 | i | -4 | -2 | -9 | 5 | -2
COc1cccc(CCC(=O)N2CCC(n3nccc3NC(=O)C3CCOC3)CC2)c1 (configuration not stated) | -6 | -2 | -0.7 | i | -6 | -9 | -14 | -5 | -6
CC(=O)c1sc(NC(=O)c2ccc(C(C)(C)C)cc2)nc1C | 1 | -5 | 0.1 | i | -2 | -5 | -22 | 0 | -4
Cc1csc(=Nc2ccccc2)n1C | -11 | 0 | -0.4 | i | 0 | -3 | 14 | 3 | 5
COc1ccc(-n2c(C)cc(/C=N/Nc3nnc(C)n3N)c2C)cc1 | -5 | -1 | 0.5 | i | -4 | 5 | -8 | 2 | -10
C=C(C)Cn1c(N2CCN(CC)CC2)nc2c1c(=O)[nH]c(=O)n2C | -10 | -5 | 0.1 | i | -1 | -7 | -8 | 2 | 16
COc1cccc(CN2CCN(C(=O)c3cccs3)CC2)c1OC | -7 | 3 | 0.7 | i | 6 | -1 | 5 | 0 | 7
COC(=O)c1ccsc1NC(=O)CCS(=O)(=O)c1ccc(Cl)cc1 | 7 | -6 | -0.4 | i | -11 | -4 | -23 | -4 | 20
COC(=O)c1ccc(/C=C/c2nc3ccccc3c(=O)[nH]2)cc1 | -2 | 0 | 0.1 | x | -4 | -2 | -4 | -2 | 4
O=C1OC(N2CCN(c3ccccn3)CC2)c2ccccc21 (configuration not stated) | -7 | -2 | 0.6 | i | -6 | -3 | -5 | 5 | -6
CCCCCCCCn1c2c(c(=N)c3c1CCC3)CCCC2 | 15 | 0 | -0.2 | i | -8 | 1 | 14 | -21 | 1
Cn1nc(C(=O)N2CCC(C(N)=O)CC2)c2c1-c1ccccc1SC2 | -4 | -2 | 0.1 | i | -1 | -2 | 1 | 1 | 9
Cc1cccc(NC(=O)CN2CCN(C(=O)c3cnn(Cc4ccccc4)c3)CC2)c1C | -7 | 1 | 0.8 | i | -13 | -4 | 5 | 8 | -24
CC(=O)Nc1ccc(NS(=O)(=O)c2cc(Cl)sc2Cl)cc1 | -4 | 3 | -1.1 | i | 1 | -2 | 13 | 2 | 6
CC(=O)C1=CCC(c2ccccc2)N(S(=O)(=O)c2ccccc2C)C1 (configuration not stated) | 3&3 | 0&1 | -0.4&-0.4 | i | -3&-7 | -13&-4 | 0&-23 | -2&10 | 1&5
COc1ccc(-c2ccc(=O)n(Cc3cc(=O)n4ccccc4n3)n2)cc1 | -3 | -9 | 3.6 | i | 3 | -11 | -13 | 0 | -6
CCCCCc1nnc(NC(=O)C2CCCO2)s1 (configuration not stated) | -5 | 1 | 0.1 | i | -7 | -1 | -5 | 0 | 6
Clc1ccc(Nc2nc3ccccc3n3nnnc23)cc1 | -2 | 2 | 0.9 | i | -28 | -2 | -16 | 1 | 16
O=C1CCN(C(=S)NCCc2ccccc2)CC1 | -6 | -1 | -0.3 | i | 3 | -3 | -19 | 4 | -11
COc1ccc(S(=O)(=O)N(C)c2ccc(C(=O)NCc3ccco3)cc2)cc1OC | 0 | 3 | -0.1 | i | -2 | -5 | 16 | -3 | 18
COc1cc(C=CC(=O)c2ccccc2)cc(OC)c1OC | -3 | 3 | 1.6 | i | 0 | -16 | -7 | x | 1
Cc1ccc(OCCCn2ccnc2)cc1C | -10 | 0 | 1.5 | i | -3 | 0 | 7 | 2 | -3
O=C(Cc1c(Cl)cccc1Cl)OCC(=O)N1CCc2ccccc2C1 | -5 | -3 | 0.5 | i | 18 | -5 | 3 | 1 | 7
CN1CCN(C(=O)c2ccccc2[N+](=O)[O-])CC1 | -4 | -3 | 2.1 | i | 9 | -4 | 18 | -5 | 0
COc1ccc(S(=O)(=O)Cc2ccc(C(=O)NCc3cccnc3)o2)cc1 | -2 | -2 | -0.3 | i | 3 | 0 | -14 | 2 | 1
CC(Oc1cccc(Cl)c1)C(=O)Nc1ccc(S(=O)(=O)N(C)C2CCN(C)CC2)cc1 (configuration not stated) | -7 | -3 | 0.6 | i | -5 | -5 | 8 | 1 | -3
Cn1cc(S(=O)(=O)N2CCCC2)cc1C(=O)Nc1cccc(C(F)(F)F)c1 | 10 | 0 | -1.1 | i | 4 | -5 | 9 | -1 | 8
O=C(Nc1ccc(F)cc1)Nc1ccc2c(c1)OCO2 | 3 | 4 | 2.0 | i | 1 | -3 | -10 | 1 | 21
CCc1nc(N2CCCCC2)c2oc3ccccc3c2n1 | 12 | -3 | 1.1 | i | 0 | 1 | -14 | -3 | 23
CCCCc1c(O)nc(SCC(=O)c2ccccc2)n(-c2ccccc2)c1=O | -1 | 1 | -1.4 | i | 7 | -5 | -3 | -1 | 0
Cn1c(=O)c2c(nc(SC3C(=O)CC(C)(C)CC3=O)n2C)n(C)c1=O | -8 | 0 | 0.7 | i | -10 | -3 | 3 | 5 | 9
COc1ccc(N2CCN(C(=O)c3ccc(CS(=O)c4cccc(Cl)c4)o3)CC2)cc1 (configuration not stated) | -6 | 1 | 0.2 | i | -1 | -6 | 17 | 9 | 2
CCSc1nnc(NC(=O)c2cc(C)oc2C)s1 | -1 | 3 | 0.5 | i | -14 | -8 | 0 | 2 | 0
Cc1cc(C)nc(-n2nc(C)cc2NC(=O)CN2CCCC2)n1 | -13 | -2 | -0.7 | i | -1 | -6 | 4 | -3 | -7
Cc1ccc(CNC(=O)CCC2CCCN(Cc3cccc4ncccc34)C2)o1 (configuration not stated) | -2 | 4 | 1.3 | i | 8 | -7 | 20 | -4 | -1
O=C(COc1ccc(Br)cc1)c1ccc2c(c1)CCCC2 | 23 | 1 | 0.4 | i | 2 | -3 | -7 | 4 | -2
COc1ccc(CCN2C(=O)C=CC2=O)cc1OC | -5 | 1 | -1.4 | i | -4 | -11 | 0 | 2 | 9
CC1(C(=O)O)CCC(C(=O)NNC(=O)c2ccccc2O)C1(C)C (configuration not stated) | -4 | -6 | 0.8 | i | -3 | 0 | -7 | 3 | 19
CCOC(=O)c1ccc(-c2c(-c3ccccc3OC)sc3cc4c(cc23)OCO4)cc1F | 25 | -1 | 0.2 | i | 1 | -1 | -5 | -1 | 2
O=C(NC1CCCC1)C(c1ccc(F)cc1)N(C(=O)c1csnn1)C1CC1 (configuration not stated) | -3 | 1 | -1.0 | i | 3 | -3 | 2 | -4 | -8
COc1ccc(CNC(=O)C23CC4CC(CC(Br)(C4)C2)C3)cc1 | 9 | 3 | 2.6 | i | -8 | -1 | 1 | 0 | 12
Cc1cc(C(=O)CN2C(=O)NC(Cc3c[nH]c4ccccc34)C2=O)c(C)n1C (configuration not stated) | -6 | -3 | 0.3 | i | -4 | -3 | 3 | 12 | 1
CN(Cc1cnn(C)c1)C(=O)c1sc2cccc(Cl)c2c1Cl | -3 | -5 | -0.6 | i | 0 | 0 | 4 | 5 | -5
CN1CCN(c2oc(-c3ccccc3Cl)nc2S(=O)(=O)c2ccccc2)CC1 | 3 | 0 | -0.7 | i | -7 | -5 | -1 | -3 | 6
CCCCc1ccc(NC(=O)C2CCCO2)cc1 (configuration not stated) | -2 | -1 | -0.2 | i | 11 | -2 | -1 | -1 | -4
CC(=O)c1ccc(NC(=O)CCc2ccc(C)o2)cc1 | -5 | -4 | 0.6 | i | 8 | -9 | -14 | 4 | 22

Next entries follow.
SMILES | FAS-TE inh | Rin1 Abl inh | MsrA inh | Neddyl block | E coli Lon inh | MsrA act | CendR NRP1 mod | MT1-MMP act inh | SKN-1 inh
C[C@@H]1CN([C@@H](C)CO)C(=O)c2c(c3ccccc3n2C)-c2ccccc2CO[C@H]1CN(C)S(=O)(=O)c1ccc(C(F)(F)F)cc1 | -2 | -1 | -0.5 | i | 5 | 0 | -8 | 4 | 7
NC(=O)C1CCCCc2c1[nH]c1ccc(Cl)cc21 (configuration not stated) | 1 | 0 | -1.6 | i | 7 | 0 | 3 | 4 | 10
C=CCSc1nsc(NC(=O)Nc2ccc(F)cc2)n1 | 17 | -1 | 0.4 | i | 0 | -2 | -5 | -12 | 8
CCCCn1c(CCCNC(=O)c2ccco2)nc2ccccc21 | -3 | 2 | 1.5 | i | -1 | -3 | 22* | -1 | 9
CN(Cc1ccccc1)C(=S)NC(=O)c1ccc(-c2ccccc2)cc1 | -7 | -4 | 0.8 | i | -17 | 0 | -8 | 12 | 12

Source: PubChem BioAssay

Compounds were not picked by outcome, and some 4.2% of all compounds hit somewhere here.
